Source: PubChem BioAssay
NALP1 yeast inh = inhibitors of NALP1 inflammasome in yeast | S. cerevisiae NALP1/ASC/caspase-1 growth, X-gal OD620, 72 h | inhibition, % at 10 µM | actives 0.61% (n = 280,000); in the data active = inhibition mostly above about 24%, no sharp cut-off; inactive = mostly below about 32%; note: some compounds called inactive have numbers as strong as hits
GalR3 antagonist = blocks the human galanin receptor 3; O60755; actives 0.44% (n = 360,000); AID 651719; inhibition, % at 3 µM; HEK293 GalR3-CNG cAMP membrane potential fluorescence; galR3 body fused to GalR1 C-terminus;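 active = inhibition above the screen-wide average plus 3 SD, cut at about 13% in these data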;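 note: forskolin and galanin both at EC90 stimulate the cells; cAMP rise reported by CNG channel membrane potential dye signal; 0% = forskolin plus galanin with DMSO and 100% = forskolin alone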
Target sequence (O60755 1-299 limits assumed): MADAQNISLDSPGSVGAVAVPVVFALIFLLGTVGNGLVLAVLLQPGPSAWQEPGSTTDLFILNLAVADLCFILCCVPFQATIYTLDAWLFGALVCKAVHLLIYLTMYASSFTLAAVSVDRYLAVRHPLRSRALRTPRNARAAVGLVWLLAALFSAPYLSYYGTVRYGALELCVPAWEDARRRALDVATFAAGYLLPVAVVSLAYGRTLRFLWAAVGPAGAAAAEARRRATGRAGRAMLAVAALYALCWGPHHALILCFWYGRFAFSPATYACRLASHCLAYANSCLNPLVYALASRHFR
MEKK2 mut-MEK5 = signal of MEK5 binding to mutant human MEKK2 PB1 domain | bead flow cytometry, Alexa488-MEK5 binding to MEKK2 mutant | percent response, % at 10 µM | actives 0.35% (n = 290,000) | AID 1530; in the data active = percent response above about 24%, passing the limit was not always enough; note: inactives centre near 1; some results filed as inactive read as strong as hits; reference of the scale not given here
V1R ag counter = counter-screen for oxytocin receptor agonists: human V1a receptor agonists | P37288 | CHO-V1R cells, Fluo-8 calcium fluorescence, agonist mode; 0% DMSO, 100% 3 nM vasopressin | activation, % at 3 µM | actives 0.25% (n = 320,000);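 active = activation above the mean activation of all tested compounds plus 3 SD, per screening run, cut at about 20% in these data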;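 note: signal is peak over basal fluorescence ratio across a 100 second FLIPR read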
Target sequence (P37288 whole entry, looked up): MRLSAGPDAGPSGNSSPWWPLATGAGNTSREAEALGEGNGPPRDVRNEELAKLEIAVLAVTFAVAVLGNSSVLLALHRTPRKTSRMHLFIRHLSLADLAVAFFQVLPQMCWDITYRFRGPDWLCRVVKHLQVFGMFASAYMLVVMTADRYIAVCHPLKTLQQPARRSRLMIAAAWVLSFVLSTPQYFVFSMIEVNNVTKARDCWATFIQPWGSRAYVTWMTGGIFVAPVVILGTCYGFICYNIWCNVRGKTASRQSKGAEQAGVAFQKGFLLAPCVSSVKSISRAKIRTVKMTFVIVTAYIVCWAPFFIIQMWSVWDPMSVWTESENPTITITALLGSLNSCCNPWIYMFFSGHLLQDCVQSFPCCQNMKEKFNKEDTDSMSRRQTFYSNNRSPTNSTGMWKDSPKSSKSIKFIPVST
OXTR agonist = human OXTR agonism; CHO-OTR cells, Fluo-8 calcium fluorescence; normalized: DMSO 0%, oxytocin 100%; actives 0.32% (n = 320,000); activation, % at 3 µM; AID 2435;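 active = activation above the mean of all tested compounds plus 3 SD, cutoff set per screening run, cut at about 20% in these data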;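 note: peak over basal fluorescence ratio from a 100 s FLIPR kinetic read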
Target sequence (P30559 whole entry, looked up): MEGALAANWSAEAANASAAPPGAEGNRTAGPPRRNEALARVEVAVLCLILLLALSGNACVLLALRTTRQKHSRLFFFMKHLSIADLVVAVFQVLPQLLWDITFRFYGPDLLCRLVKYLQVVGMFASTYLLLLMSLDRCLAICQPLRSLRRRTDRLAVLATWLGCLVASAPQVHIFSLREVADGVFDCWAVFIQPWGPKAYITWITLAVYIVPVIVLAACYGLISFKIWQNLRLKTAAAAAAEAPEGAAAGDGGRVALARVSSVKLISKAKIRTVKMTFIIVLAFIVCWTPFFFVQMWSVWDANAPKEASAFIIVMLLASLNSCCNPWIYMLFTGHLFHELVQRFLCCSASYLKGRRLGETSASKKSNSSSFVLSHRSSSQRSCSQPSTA
MEKK2wt PB1 HTS = raises or lowers MEK5 binding to wildtype human MEKK2 PB1 domain. AID 1531. actives 1.1% (n = 290,000). Q9Y2U5. binding response (% of control), % at 10 µM. bead flow cytometry, Alexa488-MEK5 binding to MEKK2 WT; actives lie on both sides; in the data active = binding response below about 67% or above about 130%
M18AAP inhibitor = PfM18AAP enzyme inhibition; recombinant PfM18AAP, H-Glu-NHMec fluorogenic cleavage; inhibition, % at 7.35 µM; AID 1822; actives 1.2% (n = 290,000);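 active = inhibition above the campaign mean inhibition over all tested compounds plus 3 SD, cut at about 28% in these data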;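 note: 0% = plate median of test compound wells and 100% = 2 mM ZnCl2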
OXTR potentiator = potentiates the human oxytocin receptor response. CHO-OTR cells, Fluo-8 calcium fluorescence, potentiator mode; 0% = oxytocin EC15, 100% = EC100. activation, % at 3 µM. actives 0.061% (n = 320,000);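 active = activation above that plate's cutoff, the mean activation of tested compounds plus 3 SD, cut at about 6.6% in these data, passing the limit was not always enough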;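 note: 100% uses oxytocin at 75 nM as the full agonist control; some results filed as inactive read as strong as hits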
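Assay system: CHO-OTR cells, human receptor / Also added: oxytocin at about EC15, sub-maximal agonist stimulus / Dosing: single dose, 3.0 µM nominal final compound concentration / Incubation: 6 min pre-incubation, 100 s read / Technique: Fluo-8 calcium dye fluorescence / Read-out: % activation vs EC15 and EC100 oxytocin / Benchmarks: EC15 oxytocin low, 75 nM oxytocin high / Replicates: singlicate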
GPR7 antag = human neuropeptides B/W receptor 1 antagonism; P48145; GPR7-expressing cells, fluorescence antagonist assay; inhibition, % at 4.4 µM; actives 1.1% (n = 290,000); AID 1861; in the data active = inhibition above about 16%, passing the limit was not always enough;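 note: cells stimulated with the agonist NPW; 0% = agonist with vehicle and 100% = vehicle without agonist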
* = called active by the depositor; . = not tested or not shown; [ ] = remark or other dose.

SMILES	NALP1 yeast inh	GalR3 antagonist	MEKK2 mut-MEK5	V1R ag counter	OXTR agonist	MEKK2wt PB1 HTS	M18AAP inhibitor	OXTR potentiator	GPR7 antag
CCc1c(C)sc(NC(=O)C2CC2)c1C(=O)OC(C)C	20.8	-5.0	-2.0	-1.0	-2.1	101.0	0.0	-1.7	-4.8
Cc1ccccc1C(=O)N1CCCC(N2CCN(Cc3ccc4c(c3)OCO4)CC2)C1 (stereo not drawn)	28.7	-3.3	-2.0	0.6	-0.6	101.0	0.9	-1.7	-5.7
O=C(CC(Nc1cccc(Cl)c1Cl)C(=O)OCC(=O)c1cccs1)c1ccccc1 (stereo not drawn)	12.0	4.3	5.0	1.8	0.7	100.0	-25.7	-7.2	-6.7
COc1ccccc1N1CC(C(=O)Nc2cccc(C(=O)O)c2)CC1=O (stereo not drawn)	24.9	1.1	4.0	0.7	0.9	104.0	5.5	-13.7	-13.2
O=C(NCc1ccc2c(c1)OCO2)c1ccc(C2SCC(=O)N2Cc2ccco2)cc1 (stereo not drawn)	15.3	-1.6	-12.0	2.0	2.6	69.0	-10.9	-2.8	-3.2
CCN(CC)S(=O)(=O)c1ccc(OC)c(NC(=S)Nc2cc(C)ccc2C)c1	.	.	-1.0	1.2	-0.4	92.0	-0.9	8.2	-9.1
Cc1oc(-c2cc(Cl)cc(Cl)c2)cc1C(=O)NCCc1ccccc1	10.4	-5.4	0.0	0.4	0.3	104.0	-2.7	-8.4	-15.2
CCCn1c(SCC(=O)N2CCCc3ccccc32)nc2c1c(=O)n(C)c(=O)n2C	25.1	2.2	.	0.8	1.3	.	1.4	-2.0	-16.6
COc1ccc2c(-c3ccccc3)cc(SCC(N)=O)nc2c1	.	-7.4	115.0*	1.8	3.8	9.0*[inhibitor]	-2.3	-7.6	-15.4
O=C(Nc1sc2c(c1C(=O)NCc1cccnc1)CCCC2)c1ccco1	2.0	-3.5	3.0	-0.7	-2.1	105.0	2.2	3.4	-8.1
CCCCc1ccc(NC(=S)N2CCCC(CO)C2)cc1 (stereo not drawn)	26.7	-1.8	5.0	-0.3	-1.7	103.0	-5.9	-1.4	-2.7
Cc1n[nH]c(=S)n(/N=C/c2cccs2)c1=O	-3.2	-7.3	6.0	0.5	-0.3	103.0	10.4	1.4	-17.8
Cc1ccc(N=Nc2c(C)[nH]n(-c3ccccc3)c2=O)cc1Br	4.9	-1.6	5.0	-0.3	-0.2	107.0	3.0	-11.7	-14.9
CN1CCN(/C=C2\SC(=S)NC2=O)CC1	15.6	-1.6	7.0	1.4	-0.1	102.0	3.5	-7.5	-13.8
CCN(CC)S(=O)(=O)c1cc(NC(=O)C(C)N2CCN(Cc3ccc4c(c3)OCO4)CC2)ccc1C (stereo not drawn)	13.7	-3.0	0.0	1.2	0.5	102.0	2.0	-10.2	-1.0
CCc1ccc(NC(=O)C(=O)NCCN2CCN(C(=O)c3ccco3)CC2)cc1	14.6	-2.5	-4.0	1.6	-0.3	110.0	1.4	-7.7	2.5
Cc1nn(C)c(C)c1S(=O)(=O)N(CC(=O)NCc1cccs1)c1ccc(C(C)C)cc1	-53.6	1.6	-4.0	-0.2	-1.5	101.0	-3.0	-0.6	-3.2
O=C1OCC(c2ccccc2)=C1c1ccc(S(=O)(=O)N2CCOCC2)s1	14.0	-1.3	-7.0	0.5	0.3	90.0	9.3	-6.7	-5.7
CC(=O)c1sc(NC(=O)C=C(C)C)nc1C	12.5	-4.8	-10.0	0.1	-0.4	74.0	-4.8	9.1*	2.5
COCCCNC(=O)c1ccc(N2CCCC2)c(NS(=O)(=O)c2ccc(C)cc2)c1	5.6	-8.8	5.0	-0.8	-0.8	108.0	6.2	-7.0	-11.8

Some of these compounds in order of heavy-atom count, descending.
SMILES	NALP1 yeast inh	GalR3 antagonist	MEKK2 mut-MEK5	V1R ag counter	OXTR agonist	MEKK2wt PB1 HTS	M18AAP inhibitor	OXTR potentiator	GPR7 antag
COCCCNC(=O)c1ccc(N2CCCC2)c(NS(=O)(=O)c2ccc(C)cc2)c1	5.6	-8.8	5.0	-0.8	-0.8	108.0	6.2	-7.0	-11.8
Cc1ccc(N=Nc2c(C)[nH]n(-c3ccccc3)c2=O)cc1Br	4.9	-1.6	5.0	-0.3	-0.2	107.0	3.0	-11.7	-14.9
CN1CCN(/C=C2\SC(=S)NC2=O)CC1	15.6	-1.6	7.0	1.4	-0.1	102.0	3.5	-7.5	-13.8

Next compounds:
SMILES	NALP1 yeast inh	GalR3 antagonist	MEKK2 mut-MEK5	V1R ag counter	OXTR agonist	MEKK2wt PB1 HTS	M18AAP inhibitor	OXTR potentiator	GPR7 antag
CC(C)c1nc(Cl)c(C#N)c2c1CCC2	12.6	-2.3	-5.0	2.2	-1.3	96.0	-4.4	0.6	-5.3
COc1ccccc1S(=O)Cc1ccc(C(=O)NCCc2ccc(Cl)cc2)o1 (stereo not drawn)	-6.7	.	6.0	3.0	-0.7	113.0	-8.0	-8.1	3.8
CC(=O)Nc1ccc(NC(=S)NC(=O)C2CC2)cc1	21.7	-0.4	7.0	-0.2	0.2	112.0	-6.6	-4.5	-17.0
Cc1ccc(C(CC(=O)N2CCCC2)c2ccccc2)c(O)c1 (stereo not drawn)	34.4	-7.7	3.0	.	.	101.0	-2.2	.	-1.0
O=C(Nc1cccc(F)c1)c1ccccc1-c1ccccc1	28.8	-10.2	11.0	-2.1	-3.1	95.0	-2.6	1.3	-8.3
Cc1cccc(NC(=S)NNC(=O)c2nn(C)cc2Cl)c1	-1.6	-1.3	3.0	-1.1	0.5	107.0	11.5	-2.4	-5.3
CN(C)/C=C/C(=O)c1ccc(-c2ccc(Cl)cc2Cl)o1	0.1	-4.2	-9.0	0.9	-1.3	94.0	11.7	-6.2	-1.0
CCOCCCn1c(SCC(=O)N(C)C2CCS(=O)(=O)C2)nc2ccccc2c1=O (stereo not drawn)	.	1.1	.	1.6	-0.7	.	.	5.0	.
CC(C(=O)OCC(=O)Nc1cccc(S(=O)(=O)N(C)C)c1)N1C(=O)c2ccccc2C1=O (stereo not drawn)	-4.0	11.9	-2.0	4.5	3.3	96.0	-5.8	-21.4	0.6
CN(CC(=O)Nc1cccc(F)c1)CC(=O)N(C)CC(=O)Nc1ccccc1Br	.	-3.5	.	-0.4	-0.5	.	.	-5.7	.
CCc1ccccc1NC(=O)c1cc(-c2ccco2)on1	19.7	-7.4	4.0	-0.9	-1.4	102.0	0.9	-2.3	-10.8
COc1cc(CCC(=O)NCc2ccc(S(N)(=O)=O)cc2)cc(OC)c1OC	3.2	-10.5	4.0	0.1	0.2	95.0	0.6	-2.7	1.5
CNC(=O)/C(=N\O)c1ccccc1	-8.2	.	0.0	.	.	100.0	-2.7	.	-4.5
O=C(O)/C(=C\c1ccccc1)c1ccccc1	3.8	-3.8	-17.0	-0.3	0.1	93.0	-5.7	-5.9	-11.7
CN(C(=O)c1cc(C(=O)N(C)c2ccccc2)cc([N+](=O)[O-])c1)c1ccccc1	-0.4	-1.0	1.0	-0.4	-2.1	103.0	-4.2	-8.7	-1.6
CCCCCCCCNC(=O)c1cccnc1SCC(=O)Nc1ccccc1OC	18.9	-1.3	-3.0	1.9	-0.6	101.0	4.3	-2.1	-0.3
COc1cc(NC(=O)C2CCN(S(=O)(=O)c3ccc(N4CCCC4=O)cc3)CC2)cc(OC)c1	6.5	0.6	9.0	4.5	0.7	103.0	2.5	2.0	0.5
CCN1CCN(C(=O)CCc2nnc(CCc3c[nH]c4ccccc34)o2)[C@@H](C)C1=O	2.7	-11.2	4.0	-1.1	1.9	100.0	0.6	-8.7	-13.4
CC(NC(=O)c1cc(F)c(F)cc1Cl)c1ccncc1 (stereo not drawn)	1.9	-1.0	5.0	-0.6	0.5	98.0	2.0	-16.6	-5.5
CS(=O)(=O)c1ccc(Cl)c(C(=O)OCC(=O)NC2CCCCCCC2)c1	.	-5.3	.	1.5	0.3	.	.	-1.3	.

Two compounds drawn at random from the list so far, as already listed:
SMILES	NALP1 yeast inh	GalR3 antagonist	MEKK2 mut-MEK5	V1R ag counter	OXTR agonist	MEKK2wt PB1 HTS	M18AAP inhibitor	OXTR potentiator	GPR7 antag
CCCn1c(SCC(=O)N2CCCc3ccccc32)nc2c1c(=O)n(C)c(=O)n2C	25.1	2.2	.	0.8	1.3	.	1.4	-2.0	-16.6
Cc1ccccc1C(=O)N1CCCC(N2CCN(Cc3ccc4c(c3)OCO4)CC2)C1 (stereo not drawn)	28.7	-3.3	-2.0	0.6	-0.6	101.0	0.9	-1.7	-5.7

More records.
SMILES	NALP1 yeast inh	GalR3 antagonist	MEKK2 mut-MEK5	V1R ag counter	OXTR agonist	MEKK2wt PB1 HTS	M18AAP inhibitor	OXTR potentiator	GPR7 antag
CN(CC(=O)NCCc1ccccc1)S(=O)(=O)c1ccc(Br)cc1	27.8	-1.5	-1.0	-0.6	-2.0	97.0	7.2	-2.1	-2.8
CCOC(=O)N1CCN(CC(=O)c2c[nH]c3ccc(F)cc23)CC1	-9.7	.	-2.0	.	.	97.0	-4.5	.	4.2
O=C(Cc1cccs1)N1CCCC(c2nc3c(nnn3Cc3ccc(F)cc3)c(=O)[nH]2)C1 (stereo not drawn)	25.2	-5.4	7.0	-0.2	-0.1	106.0	6.1	-0.4	-11.6
Cc1cc(-c2n[nH]c(=S)n2/N=C/c2ccc(C)s2)n[nH]1	25.4	-1.0	-2.0	0.1	-0.7	101.0	17.2	2.1	-1.8
COc1ccc(S(=O)(=O)c2ccccc2)cc1NC(=O)c1c(F)cccc1F	0.7	-10.1	4.0	4.5	0.7	102.0	3.4	-12.5	0.1
O=c1c2ccccc2nc2c3ccccc3c(NCc3ccco3)nn12	19.0	-4.0	.	-0.3	-1.0	.	-0.5	-15.1	-1.0
O=C(Nc1ccccc1)N(CCCN1CCOCC1)Cc1cccs1	-13.9	0.6	-2.0	0.4	-0.2	99.0	0.3	2.9	-6.7
Cc1ccc(Cn2cc(S(=O)(=O)c3ccc(Cl)cc3)c(=O)c3cc(F)ccc32)cc1	22.3	-3.6	0.0	0.1	0.2	102.0	0.8	-0.6	-7.5
COc1ccccc1C(=O)Nc1ccnn1C1CCN(C(C)CSC)CC1 (stereo not drawn)	3.2	-1.1	-7.0	1.2	0.3	95.0	-1.7	-2.9	-12.1
COc1ccc(N2CCN(C(=O)CSc3nnc4c(C)cc5c(C)cc(C)cc5n34)CC2)cc1	26.1	1.9	-1.0	-1.1	-2.8	98.0	4.3	1.4	-9.2
CCCCc1nnc(NC(=O)COC)s1	-1.4	-0.9	-1.0	-0.2	0.7	95.0	-3.3	-4.2	-14.6
O=C(Nc1cccc(C(F)(F)F)c1)Nc1ccon1	22.0	-4.7	3.0	8.9	3.1	105.0	-12.3	-12.5	0.8
C=CCn1c(SCC(=O)Nc2ccccc2C)nc(O)cc1=O	-27.0	1.5	-1.0	1.6	-1.2	98.0	5.9	-4.4	-2.5
Cc1ccccc1NC(=O)c1cccc2c1C(=O)N(C1CCCCC1)C2	10.2	-0.6	-2.0	-1.4	-1.7	96.0	2.2	-9.0	-8.1
CCOc1ccccc1NC(=O)Nc1cccc(C(C)=O)c1	2.2	-5.4	-4.0	0.6	1.3	95.0	3.9	-6.5	-8.2
Cc1onc(-c2ccccc2Cl)c1C(=O)NC(=S)Nc1ccccc1F	-2.2	-5.6	-3.0	0.0	-1.1	88.0	5.8	-2.1	-15.4
O=C(CCN1C(=O)/C(=C/c2ccccc2Cl)SC1=S)Nc1cccnc1	2.0	3.5	2.0	8.6	5.2	96.0	10.1	-13.9	-12.9
